PriA SSB inh: K. pneumoniae PriA-SSBct interaction inhibition | AlphaScreen SSBct-PriA binding, biotinylated peptide | inhibition, % at 33 µM | 430,000 tested, 0.6% active | AID 1272365; in the data active = inhibition mostly above about 37%, no sharp cut-off; inactive = mostly below about 20%;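 also: plate controls were negative control peptide for no effect and reference peptide for full effect; strong numbers were not always called active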
Numbers without * were called inactive; & = joins results of further samples. This is a subset; rates above refer to the full screens.

For Cc1noc(-c2ccsc2NC(=O)c2ccc3ncsc3c2)n1 the results were PriA SSB inh -12.
For COc1ccc2nc(NC(=O)c3cccnc3)sc2c1 the results were PriA SSB inh -17.
Screening CCCCc1ccc2nc(N(C)CC(=O)O)sc2c1 returned PriA SSB inh 0.
For O=S(=O)(c1cccnc1)N1CCn2cccc2C1c1ccc(Cl)cc1 (stereo not given) the results were PriA SSB inh -3.
For CC(C)(C)c1cc(NS(=O)(=O)c2c(Cl)cccc2Cl)cc(C(C)(C)C)c1 the results were PriA SSB inh 7.
O=C(COC(=O)c1cc2cc(Br)cc(Br)c2oc1=O)c1cccs1 was read as PriA SSB inh 10.
For COc1cccc2sc(OC3CN(C(=O)C4=COCCO4)C3)nc12 the results were PriA SSB inh -1.
Screening CN(C(=O)COc1ccc(Br)cc1Br)C1CCS(=O)(=O)C1 (stereo not given) returned PriA SSB inh -5.
`CCOc1ccc(C(O)=C2C(=O)C(=O)N(CCCN3CCOCC3)C2c2ccc(C)cc2)cc1C` (stereo not given) gave PriA SSB inh -7.
For O=C(CC1SC(=NN=C/C=C/c2ccccc2)NC1=O)Nc1ccc(C(=O)O)cc1 (stereo not given) the results were PriA SSB inh 0.
COC(=O)C1C(=O)NC(SCC(=O)Nc2ccccc2C)=C(C#N)C1c1ccc(Cl)cc1Cl (stereo not given) was read as PriA SSB inh 5.
For Cc1ccc2[nH]c3c(=O)n(CC(=O)N4CCN(c5ccccc5F)CC4)cnc3c2c1 the results were PriA SSB inh 0.
O=C(O)COc1ncccn1 was read as PriA SSB inh -3.
`Cc1ccccc1/C=C1\SC(=S)N(N=Cc2cc([N+](=O)[O-])ccc2O)C1=O` gave PriA SSB inh 11.
For O=C(NCCn1ncc2c(N3CCOCC3)ncnc21)C1(c2cccs2)CCCC1 the results were PriA SSB inh -24&-10.
Screening c1ccc(CCNc2nc(N3CCOCC3)nc(N3CCOCC3)n2)cc1 returned PriA SSB inh -3.
Screening COc1ccc(C2(CNC(=O)C3CCCCC3)CCOCC2)cc1 returned PriA SSB inh 2.
`CN(C)S(=O)(=O)c1ccc(C(=O)N=c2sc3cc4c(cc3n2C)OCCO4)cc1` gave PriA SSB inh -3.
O=C(NCc1cccs1)C(=O)Nc1cccc(N2CCCC2=O)c1 was read as PriA SSB inh 8.
`CC(C)(C)OCC(O)CN1CCN(c2ccccc2)CC1` (stereo not given) gave PriA SSB inh 4&-2.
`O=C(COc1ccccc1[N+](=O)[O-])NN=Cc1ccccn1` gave PriA SSB inh -10.
For O=C(CN1C(=O)c2ccccc2C1=O)Nc1ccc(Br)cc1C(=O)c1ccccc1 the results were PriA SSB inh -13&1.
`O=C1NCCc2ccc(NC(=O)C3CC=CCC3)cc21` (stereo not given) gave PriA SSB inh -6.
`O=S(=O)(/C=C/c1ccccc1)N1CCC(N2CCC(Oc3ccccc3F)CC2)CC1` gave PriA SSB inh -8.
For CN(C)c1ccc(CCCNS(=O)(=O)c2ccc3c(c2)OCCO3)cc1 the results were PriA SSB inh 5.
For O=S(=O)(Nc1nc2ccccc2nc1NCCC1=CCCCC1)c1cccc(Cl)c1 the results were PriA SSB inh -8.
For CC1(C)C2CCC1(CS(=O)(=O)NCC(O)c1ccc(C(F)(F)F)cc1)C(=O)C2 (stereo not given) the results were PriA SSB inh -1.
Screening Cc1cccc(S(=O)(=O)Nc2ccc(C(=O)N3CCc4ncncc4C3)cc2)c1 returned PriA SSB inh -9.
`O=C(Nc1ccc(N2CCCCC2)cc1)c1ccncc1` gave PriA SSB inh 23.
Cn1c(SCC(=O)Nc2ccc(Oc3ccccc3)cc2)nc2c(-c3ccccc3)csc2c1=O was read as PriA SSB inh 6.
Screening O=C(CSc1nc2ccccc2[nH]1)NN=C/C=C/c1ccccc1[N+](=O)[O-] returned PriA SSB inh 1.
Cc1cc2ncc(NS(=O)(=O)c3ccc4c(c3)CCCC4)cn2n1 was read as PriA SSB inh -5.
For O=C(NCCn1nc(-c2cccs2)ccc1=O)Nc1ccccc1Cl the results were PriA SSB inh -2.
CCOC(=O)c1ccccc1NC(=O)COc1ccc(-c2nnc(C)o2)cc1 was read as PriA SSB inh -11.
`COc1ccc2nc(-c3ccc(Cl)c(NC(=O)c4cccs4)c3)cn2n1` gave PriA SSB inh -12.
O=C(Nc1ccc(S(=O)(=O)N2CCC(c3nc4ccccc4[nH]3)CC2)cc1)c1c(F)cccc1F was read as PriA SSB inh -15.
Cc1nnc(C2CCN(CC(=O)Nc3ccc4c(c3)OCO4)CC2)s1 was read as PriA SSB inh -29.
For COC(=O)/C=C1\SC(=NNC(=O)c2ccc(OC)cc2)NC1=O the results were PriA SSB inh -3.
For C1=C(c2nnc(Cc3ccccc3)o2)COc2ccccc21 the results were PriA SSB inh -29.
`COc1ccc(NC(=O)CCn2c(=O)[nH]c3ccccc3c2=O)cc1OC` gave PriA SSB inh -11.
O=C(Nc1nc(-c2ccc(Cl)c(Cl)c2)cs1)c1ccc(C(=O)c2ccccc2)cc1 was read as PriA SSB inh 2.
For COC(=O)c1ccc(NC(=O)C(=O)NCC[C@@H](CCO)c2ccccc2)cc1 the results were PriA SSB inh -8.
`N#Cc1c(C(F)(F)F)cc(-c2cccs2)nc1SCC(=O)NC1CCCCC1` gave PriA SSB inh 2&8.
For O=C(NCC1CCN(c2ccccn2)CC1)c1cccc2ccccc12 the results were PriA SSB inh -6.
`COc1ccc(C=NNC(=O)Cc2csc(Nc3cccc(C(F)(F)F)c3)n2)c(OC)c1` gave PriA SSB inh 15.
Screening CC(C)NC(=O)CSc1ncc(-c2ccc(Br)cc2)n1Cc1ccccc1 returned PriA SSB inh 1.
Screening CCOc1ccc2ncc(C#N)c(Nc3ccc(OC)c(Cl)c3)c2c1 returned PriA SSB inh 0&-1.
Nc1nonc1-n1nnc(C(=O)NN=Cc2ccc3c(c2)OCO3)c1-c1ccccc1 was read as PriA SSB inh -8.
O=C(C1CCC(Cn2c(=O)c3sccc3n(Cc3cccc(F)c3)c2=O)CC1)N1CCOCC1 (stereo not given) was read as PriA SSB inh -4.
`CCOC(=O)c1c(C)c(C(=O)NC(C)c2ccccc2)c(C)n1CC` (stereo not given) gave PriA SSB inh -12.
CN(C)c1ccc(C(=O)Nc2ccc3c(c2)C(=O)NC3=O)cc1 was read as PriA SSB inh -23&-3.
For O=C1CCCCC1=CNc1ccccc1C(=O)O the results were PriA SSB inh -14.
Screening Cc1nc2ccccn2c1C(=O)Nc1ccc(CC(=O)N2CCOCC2)cc1 returned PriA SSB inh -9.
O=C(NCCC1=CCCCC1)C(=O)NCc1nc(-c2ccccc2)no1 was read as PriA SSB inh -3.
For CC(=O)N1CCC2(CC1)OCCN2S(=O)(=O)c1ccc(C)cc1 the results were PriA SSB inh 2.
`NC(N)=NN=Cc1ccc(OCc2ccc(Cl)cc2Cl)cc1` gave PriA SSB inh 21.
CC(=NNc1ccccc1)c1c(O)n(-c2ccccc2)c(=O)[nH]c1=O was read as PriA SSB inh 7.
`CC1CCCCN1c1ccc2cccc(OCC(=O)N3CCc4ccccc43)c2n1` (stereo not given) gave PriA SSB inh -4.
For Cc1nc2ccc(NC(=O)c3ccccc3S(C)(=O)=O)cc2s1 the results were PriA SSB inh 4.
Screening CCOC(=O)C1CCCN(c2nc3c(S(=O)(=O)c4ccc(C)c(C)c4)nnn3c3ccc(Cl)cc23)C1 (stereo not given) returned PriA SSB inh 0.

Arranged by SMILES length (smallest number first): three of the compounds above
`NC(N)=NN=Cc1ccc(OCc2ccc(Cl)cc2Cl)cc1` gave PriA SSB inh 21.
`CCOC(=O)c1c(C)c(C(=O)NC(C)c2ccccc2)c(C)n1CC` (stereo not given) gave PriA SSB inh -12.
O=C(C1CCC(Cn2c(=O)c3sccc3n(Cc3cccc(F)c3)c2=O)CC1)N1CCOCC1 (stereo not given) was read as PriA SSB inh -4.

More records follow:
`O=S1(=O)N=C(N(CCO)N=Cc2ccccc2)c2ccccc21` gave PriA SSB inh -6.
For CC1CCN(C(=O)CSc2ccc(NC(=O)C3CC3)nn2)CC1 the results were PriA SSB inh -3.
For N#CCn1cccc1-c1nc(-c2ccc(OC(F)(F)F)cc2)no1 the results were PriA SSB inh -16.
`Cc1csc(NC(=O)CSc2ccc(-c3ccccc3C)nn2)n1` gave PriA SSB inh 52.
For CC1CCCC1C(=NO)c1ccccc1 (stereo not given) the results were PriA SSB inh 28.
For CC1CCC(C(C)C)C(OC(=O)COc2ccc([N+](=O)[O-])cc2)C1 (stereo not given) the results were PriA SSB inh -8.
Screening O=C(c1ccc(=O)[nH]c1)N1CCC(Oc2ncccc2Cl)CC1 returned PriA SSB inh 0.
`CN(C)c1ccc(CCNC(=O)C(=O)NCc2ccc(Cl)cc2)cc1` gave PriA SSB inh -9.
Screening CC(O)(CNC(=O)CCc1cccc(Cl)c1)C1CC1 (stereo not given) returned PriA SSB inh -4.
Screening Cc1ccc(S(=O)(=O)N=C(N)Nc2nc(C)c3cc(C)c(C)cc3n2)cc1 returned PriA SSB inh -3.
Screening Cn1cc(C(=O)NCC2CCN(C(=O)c3ccoc3)CC2)nn1 returned PriA SSB inh -4.
Cc1ccc(-n2ncc3c(C)n[nH]c(=O)c32)c(C)c1 was read as PriA SSB inh 2.
For CC1Cc2cc(C(O)=C3C(=O)C(=O)N(Cc4ccncc4)C3c3ccc(N(C)C)cc3)ccc2O1 (stereo not given) the results were PriA SSB inh 1.
Screening O=C(CSc1ccc(NC(=O)c2ccco2)nn1)NCc1ccc2c(c1)OCO2 returned PriA SSB inh -6&-3.
For Cc1cc(C)n(CC(=O)Nc2ccccc2)c(=O)c1-c1nc(-c2ccccc2)no1 the results were PriA SSB inh -11.
`COc1ccccc1CCNC(=O)c1c[nH]c(=O)n(Cc2ccccc2F)c1=O` gave PriA SSB inh -19.
COc1ccc(OC)c(C=NNc2nc(C)cc(=O)[nH]2)c1 was read as PriA SSB inh 2.
For CCOc1ccc(-c2cccc(NC(=O)COc3ccc(C(=O)c4ccccc4)cc3)c2)nn1 the results were PriA SSB inh -23&-5.
Screening O=C(c1cc2ccccc2o1)N1CCN(Cc2nc(-c3ccc(F)cc3)cs2)CC1 returned PriA SSB inh -5.
For CC(Oc1ccccc1)C(=O)Nc1sccc1-c1nc2ccccc2s1 (stereo not given) the results were PriA SSB inh -33&7.

Arranged by SMILES length (falling): part of the list above
For CC1Cc2cc(C(O)=C3C(=O)C(=O)N(Cc4ccncc4)C3c3ccc(N(C)C)cc3)ccc2O1 (stereo not given) the results were PriA SSB inh 1.
For CCOc1ccc(-c2cccc(NC(=O)COc3ccc(C(=O)c4ccccc4)cc3)c2)nn1 the results were PriA SSB inh -23&-5.
For Cc1cc(C)n(CC(=O)Nc2ccccc2)c(=O)c1-c1nc(-c2ccccc2)no1 the results were PriA SSB inh -11.
Screening Cc1ccc(S(=O)(=O)N=C(N)Nc2nc(C)c3cc(C)c(C)cc3n2)cc1 returned PriA SSB inh -3.
For CC1CCC(C(C)C)C(OC(=O)COc2ccc([N+](=O)[O-])cc2)C1 (stereo not given) the results were PriA SSB inh -8.
`COc1ccccc1CCNC(=O)c1c[nH]c(=O)n(Cc2ccccc2F)c1=O` gave PriA SSB inh -19.
`CN(C)c1ccc(CCNC(=O)C(=O)NCc2ccc(Cl)cc2)cc1` gave PriA SSB inh -9.
Screening O=C(c1ccc(=O)[nH]c1)N1CCC(Oc2ncccc2Cl)CC1 returned PriA SSB inh 0.
For CC(Oc1ccccc1)C(=O)Nc1sccc1-c1nc2ccccc2s1 (stereo not given) the results were PriA SSB inh -33&7.
Screening Cn1cc(C(=O)NCC2CCN(C(=O)c3ccoc3)CC2)nn1 returned PriA SSB inh -4.
Cc1ccc(-n2ncc3c(C)n[nH]c(=O)c32)c(C)c1 was read as PriA SSB inh 2.
Screening CC(O)(CNC(=O)CCc1cccc(Cl)c1)C1CC1 (stereo not given) returned PriA SSB inh -4.
For CC1CCCC1C(=NO)c1ccccc1 (stereo not given) the results were PriA SSB inh 28.

(continued)
Screening O=C(/C=C/c1ccccc1)NCC(=O)NN=Cc1ccco1 returned PriA SSB inh -6.
Screening COc1c([N+](=O)[O-])cc(C23CC4CC(CC(C4)C2)C3)cc1[N+](=O)[O-] returned PriA SSB inh 22.
`CCOC(=O)c1nn(-c2ccccc2Cl)c(=O)cc1OS(=O)(=O)c1ccc2c(c1)CCCC2` gave PriA SSB inh -5.
Screening O=C(Nc1ccccc1C(F)(F)F)C1CN(C(=O)c2ccc3c(c2)OCO3)C1 returned PriA SSB inh -7.
`CCN(CC)S(=O)(=O)c1ccc(NN=C(C)c2ccncc2)c([N+](=O)[O-])c1` gave PriA SSB inh -14.
Screening O=C(NCCc1ccoc1)C(=O)Nc1ccc(F)cc1F returned PriA SSB inh 8.
For O=c1[nH]c(=S)[nH]c2c1cnn2-c1ccc(F)cc1 the results were PriA SSB inh 1.
O=C(O)c1ccno1 was read as PriA SSB inh -16&11.
Screening NC(=O)C1CCN(C(c2ccccc2Cl)c2sc3nc(-c4ccco4)nn3c2O)CC1 (stereo not given) returned PriA SSB inh 5.
`O=S(=O)(Cl)c1ccc(C23CC4CC(CC(C4)C2)C3)cc1` gave PriA SSB inh 0.
For O=C(c1ccc2c(c1)OCO2)N(CCc1cccs1)Cc1cccnc1 the results were PriA SSB inh -5.
For Cc1cc(Br)c2nc(-c3ccncc3)oc(=O)c2c1 the results were PriA SSB inh 2.
`O=C(Nc1ccccc1-c1csc(-c2ccccc2F)n1)c1cc(-c2ccco2)on1` gave PriA SSB inh -9.
For O=C(NCc1cccs1)C(=O)NCC1(c2ccsc2)CCCC1 the results were PriA SSB inh -19.
For COc1ccc(Cl)cc1C(=O)N1CC(Oc2cc(C)oc(=O)c2)C1 the results were PriA SSB inh -15.
For O=C(Cc1noc2ccccc12)Nc1nc2c(s1)COCC2 the results were PriA SSB inh 8.
Screening CCCc1nnsc1C(=O)NCC#CCN(C)Cc1ccccc1 returned PriA SSB inh -3.
CCCS(C)=NS(=O)(=O)c1ccc(C)cc1 (stereo not given) was read as PriA SSB inh -5.
Screening Cc1nc(-c2ccccc2)sc1C(=O)NCCCn1nc(-c2ccco2)ccc1=O returned PriA SSB inh -3.
For Cn1c(-c2ccccc2)c[nH]c1=S the results were PriA SSB inh -21.
CCN1C(=O)Cc2cc(NC(=O)Nc3cccc(OC)c3)ccc21 was read as PriA SSB inh -3.
CN(C)N=C1CCS(=O)(=O)c2sccc21 was read as PriA SSB inh -11.
COc1ccc(Cl)cc1S(=O)(=O)NCC1CCN(c2ccccn2)CC1 was read as PriA SSB inh -17.

Screening data from PubChem BioAssay.
